High-throughput results as filed in PubChem BioAssay.
Bcl-B displacement = displacers of TR3 peptide from Bcl-B, primary screen, selectivity assay for Bfl-1 inhibitor project, biochemical, fluorescence polarization; 96,000 tested, 0.11% active; AID 748; FP displacement of FITC-TR3 peptide from Bcl-B; higher % means a stronger effect; one-dose displacement, % at 20 µM; IC50 in µM for titrated hits;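 active = displacement above 50% at 20 µM plus a fluorescence interference ratio under 1.5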;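 note: plate controls were wells without compound for no effect and wells lacking Bcl-B protein for full effect; a part of the inactive calls stands beside numbers as strong as those of hits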
IL1B NFkB inh = blocks IL-1B driven NFkB nuclear translocation in HUVEC cells; HUVEC IL-1B NFkB p65 nuclear translocation imaging; inhibition, % at 2 µM; AID 796; 94,000 tested, 0.43% active;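 active = inhibition above about 30% together with a positive call from visual inspection of the well image, limit read from the data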;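 note: nuclear over cytoplasmic p65 intensity ratio measured by imaging; 0% = IL-1B stimulated DMSO wells and 100% = unstimulated DMSO wells; values of inactives mirror those of a sister screen read the other way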
NFkB transloc pot = enhances IL-1B driven NFkB nuclear translocation. HUVEC IL-1B NFkB p65 nuclear translocation imaging. activation, % at 2 µM. 94,000 tested, 0.3% active. AID 819;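 active = activation above 40%, about the mean plus 3 SD, also judged a hit on visual image review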;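 note: percent activation is computed from the nuclear over cytoplasmic p65 intensity ratio; values of inactives mirror those of a sister screen read the other way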
PLAP inhibition = PLAP enzyme inhibitors, biochemical, luminescence, HTS (AID 690). purified PLAP, luminescent substrate; higher % means a stronger effect. inhibition, % at 20 µM; hits with a dose series show IC50 in µM. 96,000 tested, 0.08% active; in the data active = a potency from the dose series; inactive = the rest, 99 in 100 with inhibition below about 30%; note: strong numbers were not always called active
MRP resist rev = reverses drug resistance mediated by MRP; H69AR cells + 2 uM doxorubicin, CellTiter-Glo, 72 h; 85,000 tested, 0.04% active; differential viability (reversal), % at 10 µM; AID 602;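 active = viability drop by adding the cancer drug above about 55%, with treated viability meeting a 40% cutoff, limit read from the data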;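 note: viability without doxorubicin minus viability with 2 µM doxorubicin for each compound; larger differential means the compound sensitizes cells more to doxorubicin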
MRP resist rev cytotoxicity = second read-out of MRP resist rev, no call of its own (marks repeat the call); viability, %; H69AR cells, CellTiter-Glo, 72 h; measured here: cytotoxicity without doxorubicin
MRP resist rev with doxorubicin = also measured in MRP resist rev; calls as there; viability, %; measured here: viability with 2 uM doxorubicin; stronger effect = lower value
IL1B NFkB inh cell count 2 µM = also measured in IL1B NFkB inh; calls as there; cell count; measured here: cells passing quality filter;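 raw number of nuclei counted in each imaged well without normalization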
NFkB transloc pot cell count 2 µM = also measured in NFkB transloc pot; calls as there; cell count; measured here: cells passing quality filter
An asterisk follows results filed as active; . = no result given.

cpd	compound	Bcl-B displacement	IL1B NFkB inh	IL1B NFkB inh cell count 2 µM	NFkB transloc pot	NFkB transloc pot cell count 2 µM
1	COc1ccc(N2C(=O)C3CCCN3C2c2cccc(Br)c2)cc1 (configuration not stated)	3%	17	179	-17	179
2	CCCOc1ccc(C(=O)Nn2c(C)nc3ccccc3c2=O)cc1	-7%	12	88	-12	88
3	Cc1ccc(S(=O)(=O)N(C)CC(=O)NCc2ccncc2)cc1	3%	-15	72	15	72
4	Cc1cc(C)n(C(=O)c2cc3ccccc3c(=O)o2)n1	-17%	4	151	-4	151
5	O=C(NCCNC(=O)c1cc(OCC(F)(F)F)ccc1OCC(F)(F)F)Nc1cccc(C(F)(F)F)c1	1%	-7	119	7	119
6	CCOC(=O)c1c(-c2cccc([N+](=O)[O-])c2)csc1NC(=O)C1CC1	-7%	11	136	-11	136
7	CC(NC(=O)Nc1ccccc1)C(c1cccs1)N1CCN(C)CC1 (configuration not stated)	0%	.	.	.	.
8	CCn1c(CNC(=O)Cc2ccc(OC)cc2)nnc1SCC(=O)c1ccc(Br)cc1	-12%	-7	197	7	197
9	Cc1ccc(C(=O)NC(C)CCc2ccccc2)cc1[N+](=O)[O-] (configuration not stated)	-2%	5	121	-5	121
10	CC(C)(C)c1cc(Br)ccc1OCC(=O)Nc1ncn[nH]1	5%	-3	216	3	216
11	COc1ccc(Nc2ncc3c(n2)CC(c2ccc(OC)cc2)CC3=O)cc1 (configuration not stated)	0%	-15	170	15	170
12	CC(C)C(c1nnnn1C1CCCC1)N1CCCc2ccccc21 (configuration not stated)	.	11	129	-11	129

cpd	PLAP inhibition	MRP resist rev	MRP resist rev cytotoxicity	MRP resist rev with doxorubicin
1	-60%	17	97	80
2	-1%	-17	99	116
3	12%	15	102	88
4	8%	-9	107	116
5	-2%	.	.	.
6	6%	.	.	.
7	-24%	6	107	100
8	15%	9	104	95
9	17%	.	.	.
10	-13%	8	89	80
11	25%	4	78	74
12	.	16	96	79

Gathered by group, the compounds so far with bromine
cpd	compound	Bcl-B displacement	IL1B NFkB inh	IL1B NFkB inh cell count 2 µM	NFkB transloc pot	NFkB transloc pot cell count 2 µM
1	COc1ccc(N2C(=O)C3CCCN3C2c2cccc(Br)c2)cc1 (configuration not stated)	3%	17	179	-17	179
8	CCn1c(CNC(=O)Cc2ccc(OC)cc2)nnc1SCC(=O)c1ccc(Br)cc1	-12%	-7	197	7	197
10	CC(C)(C)c1cc(Br)ccc1OCC(=O)Nc1ncn[nH]1	5%	-3	216	3	216

cpd	PLAP inhibition	MRP resist rev	MRP resist rev cytotoxicity	MRP resist rev with doxorubicin
1	-60%	17	97	80
8	15%	9	104	95
10	-13%	8	89	80

(more compounds)
cpd	compound	Bcl-B displacement	IL1B NFkB inh	IL1B NFkB inh cell count 2 µM	NFkB transloc pot	NFkB transloc pot cell count 2 µM
13	CCOC(=O)N1CCN(c2c(Nc3ccc4c(c3)OCCO4)c(=O)c2=O)CC1	4%	18	153	-18	153
14	O=C(c1ccc(CS(=O)(=O)c2ccc(Br)cc2)o1)N1CCN(c2ncccn2)CC1	-8%	2	174	-2	174
15	CCC1Oc2ccc(C)cc2N(CC(=O)N(Cc2ccc3c(c2)OCO3)CC2CCCO2)C1=O (configuration not stated)	-6%	-4	94	4	94
16	COc1ccc(-c2noc(CN3CCC(Cc4ccccc4)CC3)n2)cc1	-107%	0	162	0	162
17	O=C(CN1CCOCC1)Nc1nc2ccc(F)cc2s1	-22%	-10	137	10	137
18	CCCc1c(O)nc(SCCN(CC)CC)[nH]c1=O	-7%	32*	16*	-32	16
19	COc1ccc(Cl)cc1NC(=S)N1CCN(C(=O)c2ccco2)CC1	6%	1	128	-1	128
20	Cc1ccc(-c2csc3nc(C)n(N)c(=O)c23)o1	-4%	-5	170	5	170
21	COc1cccc(C(c2sc3ncnn3c2O)N2CCN(C(=O)c3ccco3)CC2)c1 (configuration not stated)	.	-4	134	4	134
22	CC(=O)NC1(C(F)(F)F)N=C2SCCN2C1=O (configuration not stated)	6%	-24	45	24	45
23	Cc1nc(-c2cccnc2)sc1C(=O)Nc1ccc(C(F)(F)F)cc1	-3%	1	117	-1	117
24	CCOC(=O)c1nnn(-c2nonc2N)c1COc1cc(C)c(Cl)c(C)c1	1%	-25	65	28	65

cpd	PLAP inhibition	MRP resist rev	MRP resist rev cytotoxicity	MRP resist rev with doxorubicin
13	27%	11	98	88
14	-55%	14	89	75
15	-55%	20	50	30
16	-33%	-2	96	98
17	10%	12	93	81
18	19%	-6	98	104
19	-3%	.	.	.
20	17%	.	.	.
21	.	-1	98	99
22	11%	-10	94	104
23	3%	.	.	.
24	6%	-4	24	28

Following part.
cpd	compound	Bcl-B displacement	IL1B NFkB inh	IL1B NFkB inh cell count 2 µM	NFkB transloc pot	NFkB transloc pot cell count 2 µM
25	Cn1c(Cn2nnc3ccccc32)nnc1SCC(=O)N1c2ccccc2Sc2ccccc21	-1%	-30	141	30	141
26	O=C(NCC1CCCO1)c1cc2c(s1)CS(=O)(=O)C2 (configuration not stated)	4%	.	.	.	.
27	CC1CCCCC1NC(=O)c1cncc(Br)c1 (configuration not stated)	-4%	-11	200	11	200
28	c1ccc(Cn2c(SCc3nc4ccccc4s3)nnc2-c2ccco2)cc1	-9%	-12	116	12	116
29	COc1ccccc1NC(=O)C1=C(C)Nc2nc(-c3ccccc3)nn2C1c1ccccn1 (configuration not stated)	-2%	-7	141	13	75
30	CCSc1nnc([C@H](C)NC(=O)OC(C)(C)C)o1	-5%	12	123	-12	123
31	CC(C)Cn1c(CNC(=O)c2ccccc2)nc2ccccc21	2%	0	114	0	114
32	O=C(c1ccc2snnc2c1)N1CCCC1	-2%	-11	166	11	166
33	CCC1NC(=S)N(C2CCCCC2)C1=O (configuration not stated)	-12%	7	111	-7	111
34	CCC(C)NC(=O)c1cc2cc3ccc(OC)cc3nc2s1 (configuration not stated)	-43%	-16	168	16	168
35	c1ccc2sc(-c3ccc4c(c3)OCO4)nc2c1	5%	-14	118	14	118
36	Cn1c(C(C(=O)NCC2CCCO2)N(C(=O)Cn2nnc3ccccc32)C2CCCCC2)nc2ccccc21 (configuration not stated)	0%	-5	203	5	203

cpd	PLAP inhibition	MRP resist rev	MRP resist rev cytotoxicity	MRP resist rev with doxorubicin
25	-65%	-27	69	96
26	-22%	-4	79	83
27	15%	0	100	99
28	-4%	.	.	.
29	-68%	2	85	84
30	2%	3	101	99
31	1%	2	90	88
32	17%	14	92	78
33	-3%	.	.	.
34	-66%	0	74	73
35	21%	-15	68	83
36	-64%	.	.	.

An excerpt of these results, as tab-separated lines:
no.	SMILES	Bcl-B displacement	IL1B NFkB inh	IL1B NFkB inh cell count 2 µM	NFkB transloc pot	NFkB transloc pot cell count 2 µM	PLAP inhibition	MRP resist rev	MRP resist rev cytotoxicity	MRP resist rev with doxorubicin
27	CC1CCCCC1NC(=O)c1cncc(Br)c1 (configuration not stated)	-4%	-11	200	11	200	15%	0	100	99
28	c1ccc(Cn2c(SCc3nc4ccccc4s3)nnc2-c2ccco2)cc1	-9%	-12	116	12	116	-4%	.	.	.
29	COc1ccccc1NC(=O)C1=C(C)Nc2nc(-c3ccccc3)nn2C1c1ccccn1 (configuration not stated)	-2%	-7	141	13	75	-68%	2	85	84
30	CCSc1nnc([C@H](C)NC(=O)OC(C)(C)C)o1	-5%	12	123	-12	123	2%	3	101	99
31	CC(C)Cn1c(CNC(=O)c2ccccc2)nc2ccccc21	2%	0	114	0	114	1%	2	90	88

Later entries
cpd	compound	Bcl-B displacement	IL1B NFkB inh	IL1B NFkB inh cell count 2 µM	NFkB transloc pot	NFkB transloc pot cell count 2 µM
37	COC(=O)/C(=C\Nc1ccccc1N)c1ncc(C(F)(F)F)cc1Cl	-2%	9	109	-9	109
38	COc1ccccc1C1=NOC(COC(=O)c2ccc3ccccc3n2)C1 (configuration not stated)	0%	5	134	-5	134
39	CCOCCCNC(=O)CCNC(=O)c1cc(OC)c(OC)c(OC)c1	-13%	-17	163	17	163
40	COc1ccc(C(=O)CC(=O)O)c2c1C=CC(C)(C)O2	6%	2	179	-2	179
41	COc1ccc(C/C(N)=N/OC(=O)Cc2ccccc2)cc1OC	29%	-1	145	1	145
42	Cc1ccc(S(=O)(=O)Cc2cccc(C(=O)N3CCOCC3)c2)cc1	-1%	4	125	-4	125
43	Cc1cccnc1NC1OC(=O)c2ccccc21 (configuration not stated)	9%	3	89	-3	89
44	NC(=S)Nc1nc2ccccc2[nH]c1=O	16%	-12	180	12	180
45	CCn1cc(C(=O)Nc2ccccc2C(=O)OC)c(=O)c2ccc(C)nc21	-5%	.	.	.	.
46	Cc1cc(C)c(C(=O)c2ccc(C(=O)NC(C)(C)C)cc2)c(C)c1	-6%	-12	55	12	55
47	O=C(CC1CCCCC1)Nc1c2c(nn1-c1ccc(F)cc1)CS(=O)(=O)C2	42%	-28	57	29	57
48	CCn1c(SCc2ccc(C#N)cc2)nnc1-c1cccc(Cl)c1	-2%	4	159	-4	159

cpd	PLAP inhibition	MRP resist rev	MRP resist rev cytotoxicity	MRP resist rev with doxorubicin
37	-13%	11	85	73
38	18%	.	.	.
39	-2%	13	94	81
40	10%	.	.	.
41	2%	.	.	.
42	-5%	34	107	72
43	15%	4	100	96
44	-10%	-12	79	91
45	.	3	92	89
46	0%	13	99	85
47	1%	15	93	78
48	17%	10	88	78

Carrying on:
cpd	compound	Bcl-B displacement	IL1B NFkB inh	IL1B NFkB inh cell count 2 µM	NFkB transloc pot	NFkB transloc pot cell count 2 µM
49	CCC(=O)N1CCc2cc(S(=O)(=O)CCC(=O)NCCc3ccc(OC)c(OC)c3)ccc21	-4%	2	170	-2	170
50	CCN(CC)S(=O)(=O)c1cccc(S(=O)(=O)c2cccc(S(=O)(=O)N(CC)CC)c2)c1	-2%	-27	129	27	129
51	O=c1ccn(-c2cccc(C(F)(F)F)c2)nc1-c1ccn(-c2ccccc2)n1	3%	-4	115	4	115
52	COc1ccc(CCn2c(N)c(C#N)c3nc4ccccc4nc32)cc1OC	-28%	-2	152	2	152
53	Cc1ccc(NC(=O)CCN2CCc3ccccc3C2)cc1	-4%	-3	126	3	126
54	COc1ccccc1OCc1nc2c3c(-c4ccccc4)c(-c4ccccc4)oc3ncn2n1	.	7	105	-7	105
55	Cc1nn(C)c(C)c1S(=O)(=O)N(CC(=O)N1CCc2ccccc2C1)c1ccc(C(C)C)cc1	8%	1	184	-1	184
56	O=C(N/N=C/c1ccc(F)cc1)c1ccc(Br)cc1	-2%	-3	70	3	70
57	OC(COc1ccc(OCC(O)CN2CCCCCC2)cc1)CN1CCCCCC1 (configuration not stated)	-7%	0	111	0	111
58	C=CCNC(=O)c1ccccc1NS(=O)(=O)c1ccccc1	-10%	2	109	-2	109
59	O=C(NC1=NCCS1)c1cccc(S(=O)(=O)N2CCCCC2)c1	-5%	-7	104	7	104
60	COCCNCC(=O)NCC12CC3CC(CC(C3)C1)C2	8%	-21	132	21	132

cpd	PLAP inhibition	MRP resist rev	MRP resist rev cytotoxicity	MRP resist rev with doxorubicin
49	-9%	21	95	74
50	-57%	-4	68	72
51	-5%	.	.	.
52	8%	-1	81	82
53	8%	3	79	77
54	.	-14	25	40
55	-38%	-7	76	84
56	8%	.	.	.
57	-14%	6	88	82
58	-7%	2	85	83
59	-21%	-3	84	87
60	-4%	12	91	79

Other entries:
cpd	compound	Bcl-B displacement	IL1B NFkB inh	IL1B NFkB inh cell count 2 µM	NFkB transloc pot	NFkB transloc pot cell count 2 µM
61	FCCCOc1ccc(/C=N/OCc2ccc(Cl)cc2)cc1	-2%	2	134	-2	134
62	CCOc1ccc(-n2c(-c3ccco3)n[nH]c2=S)cc1	0%	4	111	-4	111
63	CNC(=O)c1c(C)nc(SCC(=O)NCc2ccc(OC)cc2)c(C#N)c1-c1ccco1	1%	4	132	-3	132
64	O=S(=O)(c1ccc2c(c1)C(=NO)c1cc(S(=O)(=O)N3CCCCC3)ccc1-2)N1CCCCC1	-6%	7	65	-7	65
65	O=C(COc1ccc(F)cc1)c1ccc2c(c1)CCCC2	.	-13	180	13	180
66	O=C(NC(=S)NC1CCSC1=O)c1ccccc1Cl (configuration not stated)	0%	2	128	-2	128

cpd	PLAP inhibition	MRP resist rev	MRP resist rev cytotoxicity	MRP resist rev with doxorubicin
61	-9%	.	.	.
62	-13%	3	96	93
63	8%	11	95	84
64	1%	0	0	1
65	.	.	.	.
66	-82%	.	.	.

These rows are one share of the data; rates above refer to the full screens.
